Screens: PubChem BioAssay, several laboratories
DAGLB inhibitor: blocks human DAGLB lipase activity; Q8NCG7; HEK293T DAGLB membrane lysate, EnzChek fluorogenic substrate; inhibition, % at 5.17 µM; 340,000 tested, 0.059% active; AID 504411; in the data active means inhibition above about 34%;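 further: 0% = enzyme with vehicle and 100% = wells lacking enzyme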
Arr AP2 block: human beta-arrestin and AP2 interaction inhibition; FITC-arrestin peptide / GST-AP2 beads, flow cytometry; AP2 beta2 appendage carries R879A mutation; inhibition, % at 10 µM; 340,000 tested, 0.31% active; AID 504490;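 active means inhibition above a set limit, near 3 SD of compounds lacking own fluorescence, cut at about 54% in these data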;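 further: plate controls were DMSO wells for no effect and 5 µM unlabelled arrestin peptide for full effect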
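Material – GST-tagged AP2 beta2-adaptin appendage (R879A) on 4 µm glutathione beads · Probe or stimulus – fluorescein-tagged arrestin peptide at 50 nM final · Timing – 12 min plus 1 h, RT · Detection – bead flow cytometry, FITC channel · Read-out basis – inhibition as reduced fluorescein signal on beads, percent · Medium – PBS plus Tween 20 (0.05%) and BSA (0.1%)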
V-ATPase pH: yeast V-ATPase proton transport regulation by pHLuorin; 350,000 tested, 0.37% active; response, % at 10 µM; S. cerevisiae, pHLuorin cytosolic pH fluorescence; in the data active means response mostly above about 7.3%, no sharp cut-off; inactive means mostly below about 5.4%; further: actives read high; inactives centre near 0; some compounds called inactive have numbers as strong as hits; reference of the scale not given here
MOR-DOR inv ag: mu-delta opioid heterodimer inverse agonism | P35372+P41143 | cell-based MOR-DOR heterodimer luminescence | inhibition, % at 9.3 µM | 340,000 tested, 0.21% active; in the data active means inhibition above about 22%, passing the limit was not always enough;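 further: 0% = cells with DMSO and 100% = wells without cells with DMSO; values of inactives mirror those of a sister screen read the other way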
PKA-R2B activ: activates the human PKA-R2B holoenzyme complex; P22694+P31323; PKA-R2B holoenzyme dissociation, Cy5-IP20 fluorescence polarization; R2B truncated from residue 108, S112A mutant; 0% DMSO only, 100% 113 µM cGMP; activation, % at 11.4 µM; 340,000 tested, 0.079% active; AID 504700;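 active means activation above a cutoff set at the mean over all compounds plus 3 SD, cut at about 18% in these data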;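 further: higher means more holoenzyme dissociation and a rise in polarization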
Target sequence (P31323 whole entry, looked up, other chains not shown, the tested form may be a part): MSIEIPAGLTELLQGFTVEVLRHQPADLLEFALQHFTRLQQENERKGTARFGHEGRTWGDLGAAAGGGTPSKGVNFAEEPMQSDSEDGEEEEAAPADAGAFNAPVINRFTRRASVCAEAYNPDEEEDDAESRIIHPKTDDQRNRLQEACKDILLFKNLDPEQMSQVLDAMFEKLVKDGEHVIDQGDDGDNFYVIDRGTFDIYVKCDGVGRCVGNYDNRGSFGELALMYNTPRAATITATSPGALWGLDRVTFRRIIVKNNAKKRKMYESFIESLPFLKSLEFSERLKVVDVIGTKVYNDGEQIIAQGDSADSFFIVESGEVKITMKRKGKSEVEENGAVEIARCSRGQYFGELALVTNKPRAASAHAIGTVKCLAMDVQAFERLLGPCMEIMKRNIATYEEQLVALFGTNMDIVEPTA
PKA-R1A activ: activates the PKA-R1A holoenzyme complex. PKA-R1A dissociation, Cy5-IP20 fluorescence polarization; scaled: DMSO 0%, 113 µM cGMP 100%. 340,000 tested, 0.083% active. activation, % at 11.4 µM. P00514+P68181;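 active means percent activation above the mean of all tested compounds plus 3 SD, cut at about 19% in these data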;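 further: higher means more PKAc released from R1A so a rise in polarization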
MOR-DOR ag: agonists of human mu-delta opioid receptor heterodimerization. cells, OPRM1-OPRD1 heterodimerization, luminescence. activation, % at 9.3 µM. 340,000 tested, 0.3% active. AID 504326; in the data active means activation above about 18%;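 further: 0% = vehicle-treated cells and 100% = reference agonist; values of inactives mirror those of a sister screen read the other way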
HTR5A inv ag: HTR5A inverse agonism, opioid heterodimer counter-screen. P47898. HTR5A cell line, luminescence. inhibition, % at 9.3 µM. 340,000 tested, 0.083% active; in the data active means inhibition mostly above about 23%, no sharp cut-off; inactive means mostly below about 18%;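 further: 0% = cells with DMSO and 100% = no-cell wells with DMSO; some compounds called inactive have numbers as strong as hits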
Target sequence (P47898 whole entry, looked up): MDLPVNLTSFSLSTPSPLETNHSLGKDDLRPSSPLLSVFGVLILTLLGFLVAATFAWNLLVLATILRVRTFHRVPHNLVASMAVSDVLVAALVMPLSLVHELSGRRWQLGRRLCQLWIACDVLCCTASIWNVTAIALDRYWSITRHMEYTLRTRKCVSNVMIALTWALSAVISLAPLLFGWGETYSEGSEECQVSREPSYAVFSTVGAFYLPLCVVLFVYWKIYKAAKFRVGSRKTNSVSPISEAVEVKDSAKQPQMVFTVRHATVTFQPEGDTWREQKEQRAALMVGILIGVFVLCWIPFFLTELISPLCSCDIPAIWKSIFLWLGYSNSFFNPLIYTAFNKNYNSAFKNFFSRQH
Pemphigus Ab inh: human desmoglein-3 autoantibody binding inhibition. P32926. DSG3-coupled beads, scFv-anti-DSG3-GFP binding, flow cytometry; hits give low values. binding (percent of control), % at 10 µM. 310,000 tested, 0.48% active. AID 588358;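 active means binding more than 3 SD below its plate's average and above zero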;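 further: hits lower antibody fragment binding to DSG3; some compounds called inactive have numbers as strong as hits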
HTR5A ag: activates human HTR5A in OPRM1-OPRD1 agonist counter-screen | P47898 | HTR5A agonist assay, luminescence, cell-based | activation, % at 9.3 µM | 340,000 tested, 0.61% active | AID 504692; in the data active means activation mostly above about 9.5%, no sharp cut-off; inactive means mostly below about 7.6%;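 further: 0% = cells with vehicle only and 100% = reference agonist; strong numbers were not always called active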
* hit, by the source's call; . = not tested or not shown.

1	COc1ccccc1OCc1ccc(C(=O)N2CCN(C(=O)c3ccco3)CC2)cc1
2	Cc1ccc(NC(=O)COC(=O)c2ccc(-n3cccn3)cc2)cc1C
3	CCCCN(C(=O)c1c(-c2ccccc2)noc1C)c1c(N)n(CCC)c(=O)[nH]c1=O
4	COc1ccc(S(=O)(=O)N(C)CC(=O)N2CCCCCC2)cc1OC
5	COc1cccc(/C=N/NC(=O)CCc2n[nH]c(=O)[nH]c2=O)c1O
6	O=C(Nc1cccc([N+](=O)[O-])c1)Nn1cnnc1
7	COc1cc(NC(=O)COc2c(C)cc(C)cc2[N+](=O)[O-])c(OC)cc1Cl
8	Cc1ccc(N2CC(C(=O)Nc3cccnc3)CC2=O)cc1Cl (stereo not drawn)
entry no. | 1 | 2 | 3 | 4 | 5 | 6 | 7 | 8
DAGLB inhibitor | -2 | -2 | 0 | 1 | 0 | -1 | -6 | 0
Arr AP2 block | -1 | 0 | 20 | -2 | 19 | 2 | 2 | -1
V-ATPase pH | -2 | -7 | 4 | 1 | 4 | 0 | 3 | 1
MOR-DOR inv ag | -3 | 11 | 7 | 21 | 16 | 12 | 12 | 10
PKA-R2B activ | 3 | -7 | 0 | 8 | -3 | -2 | -5 | -2
PKA-R1A activ | 1 | -3 | -6 | 4 | 3 | 2 | -9 | 7
MOR-DOR ag | 0.5 | -2.8 | -1.9 | -4.2 | -3.3 | -1.8 | -2.6 | -1.6
HTR5A inv ag | -6 | 10 | 14 | 12 | -22 | -8 | -7 | -23
Pemphigus Ab inh | 111 | 102 | 100 | 102 | . | 97 | 91 | .
HTR5A ag | -3 | 0 | 2 | -5 | 3 | -2 | -1 | 4

Three entries already listed, ordered by the value under PKA-R1A activ, low to high.
# | structure | PKA-R1A activ
7 | COc1cc(NC(=O)COc2c(C)cc(C)cc2[N+](=O)[O-])c(OC)cc1Cl | -9
3 | CCCCN(C(=O)c1c(-c2ccccc2)noc1C)c1c(N)n(CCC)c(=O)[nH]c1=O | -6
5 | COc1cccc(/C=N/NC(=O)CCc2n[nH]c(=O)[nH]c2=O)c1O | 3

The list continues:
9	COc1ccc(-c2nnn(CC#N)n2)cc1OC
10	CCN(CC(=O)N1CCOCC1)S(=O)(=O)c1ccc(F)cc1
11	CCCOc1ccc(-c2c(C(=O)N/N=C/c3ccccc3OCC)nnn2-c2nonc2N)cc1
12	Nc1ccc2c(c1)CCC2=O
13	CCOc1ccc(-n2ccnc(SCC(=O)NC3CCCC3)c2=O)cc1
14	COc1cccc(C=N[C@@H](CO)[C@@H](O)c2ccc([N+](=O)[O-])cc2)c1O
15	COc1ccc(CN2CCCC(C(=O)c3ccc(Cl)cc3)C2)cc1Cn1cccn1 (stereo not drawn)
16	O=C(c1ccccc1)N1C(=O)C(c2ccccc2)Oc2ccccc21 (stereo not drawn)
entry no. | 9 | 10 | 11 | 12 | 13 | 14 | 15 | 16
DAGLB inhibitor | -1 | -2 | 5 | -1 | -3 | -1 | -5 | -6
Arr AP2 block | -4 | 20 | 38 | -3 | -21 | 1 | 13 | 3
V-ATPase pH | -1 | 3 | 4 | -3 | 3 | 1 | -4 | 2
MOR-DOR inv ag | 22 | 10 | 4 | 0 | 11 | 3 | -23 | -17
PKA-R2B activ | -4 | 0 | -2 | 0 | -6 | -3 | 2 | 0
PKA-R1A activ | -7 | 2 | -5 | 7 | -4 | 12 | -7 | 2
MOR-DOR ag | -5.2 | -1.5 | -0.7 | 0.0 | -2.0 | -0.6 | 4.6 | 3.5
HTR5A inv ag | 16 | 8 | 14 | -51 | -9 | -8 | -9 | -39
Pemphigus Ab inh | 111 | 93 | . | 102 | 114 | 96 | 123 | .
HTR5A ag | 1 | -3 | 1 | 2 | 4 | 3 | 3 | -5

17	CC(C)(C)c1ccc(CSc2ccc(S(=O)(=O)N3CCOCC3)cn2)cc1
18	COc1ccccc1Oc1nc2ccccn2c(=O)c1/C=C(\C#N)C(=O)Nc1c(C)n(C)n(-c2ccccc2)c1=O
19	Cc1ccc(N2C(=O)c3n[nH]c(C)c3C2c2ccco2)cc1 (stereo not drawn)
20	CCOc1ccc(CCNC(=O)C2CCCN(S(C)(=O)=O)C2)cc1OCC (stereo not drawn)
21	CCOC(=O)Cc1c(C)nc2c(-c3ccccc3)c(-c3ccccc3)[nH]n2c1=O
22	Cn1c(NN)nc2sc3c(c2c1=O)CCC3
23	COc1ccccc1CC(=O)NCc1ccc2c(c1)OCO2
24	COc1ccc(NC2=CC(=O)CC(c3ccccc3)C2)cc1 (stereo not drawn)
entry no. | 17 | 18 | 19 | 20 | 21 | 22 | 23 | 24
DAGLB inhibitor | -6 | 1 | 3 | 1 | 1 | -2 | -4 | -2
Arr AP2 block | -3 | -6 | -12 | -15 | -1 | -3 | 12 | -13
V-ATPase pH | -1 | 4 | -2 | -2 | 1 | . | 4 | -2
MOR-DOR inv ag | -2 | 9 | 7 | 14 | 4 | 14 | 18 | 7
PKA-R2B activ | -9 | 8 | 11 | 4 | -3 | -5 | -3 | 4
PKA-R1A activ | 10 | -5 | -11 | 3 | -4 | -7 | -7 | -1
MOR-DOR ag | 0.6 | -1.8 | -1.5 | -3.0 | -0.8 | -2.4 | -3.2 | -1.5
HTR5A inv ag | -5 | 4 | -10 | 8 | 0 | 4 | -2 | 0
Pemphigus Ab inh | . | 104 | 113 | 80 | 109 | 96 | . | 76
HTR5A ag | 2 | -1 | 4 | -2 | 2 | -1 | 0 | 0

25	COCCNC(=O)c1cccc(OC2CCN(Cc3ccccc3OCCO)CC2)c1
26	O=C(NC1CCCC1)C1CCN(c2cnccn2)CC1
27	Cc1ccc(S(=O)(=O)N2CCC(C(=O)NN3CCCCC3)CC2)cc1
28	O=C1N=C(N2CCCC2)S/C1=C\C=C\c1ccccc1
29	Cc1ccnc(NC(=O)c2cc(-n3cnnc3)ccc2Cl)c1
30	O=C(Nc1cccc(-n2cnnn2)c1)c1cc(Cl)ccc1Cl
31	Cc1ccc(C)c(NC(=S)NC23CN4CN(CN(C4)C2)C3)c1
32	Cc1ccc(CNC(=O)c2ccc3c(=O)n(CCCN4CCCC4=O)c(=S)[nH]c3c2)cc1
entry no. | 25 | 26 | 27 | 28 | 29 | 30 | 31 | 32
DAGLB inhibitor | 0 | -2 | -1 | 3 | 2 | 1 | 0 | 1
Arr AP2 block | -9 | 9 | 20 | -9 | 21 | 30 | 5 | 33
V-ATPase pH | 1 | 0 | -3 | 0 | -3 | -4 | -1 | 10
MOR-DOR inv ag | 11 | 9 | 15 | 11 | 2 | 9 | 15 | 4
PKA-R2B activ | -1 | -6 | -5 | 0 | -3 | -2 | -4 | -6
PKA-R1A activ | -10 | -2 | 6 | -6 | 12 | 1 | -11 | 12
MOR-DOR ag | -2.2 | -1.7 | -3.6 | -2.1 | -0.4 | -1.9 | -3.0 | -1.0
HTR5A inv ag | -2 | -24 | -3 | 13 | -17 | -1 | -14 | -8
Pemphigus Ab inh | 113 | 96 | 106 | 111 | 100 | 107 | 105 | 104
HTR5A ag | -3 | 3 | 1 | -2 | 7 | 2 | 6 | 3

Next section; the last two above are carried over.
31	Cc1ccc(C)c(NC(=S)NC23CN4CN(CN(C4)C2)C3)c1
32	Cc1ccc(CNC(=O)c2ccc3c(=O)n(CCCN4CCCC4=O)c(=S)[nH]c3c2)cc1
33	COC(=O)c1ccc(Cl)c(S(=O)(=O)N2CCCC2)c1
34	CCOc1ccc(C(=O)NCCc2cnc[nH]2)cc1
35	CCOC(=O)/C=C1\SCC(=O)N1CC(=O)NCCOC
36	CN(Cc1ccccc1)C(=O)c1cccc(NC(=O)Cc2cccc(NC(=O)C3CCN(C(=O)C4CCC4)CC3)c2)c1
37	CCOc1ccc(CN2CCN(Cc3cnc(-c4ccccc4)s3)CC2CCO)cc1 (stereo not drawn)
38	COc1ccc(OCc2cccc(C(=O)N3CCCC3)c2)cc1
39	Cc1nnc(SCC(=O)NC(=O)NC2CCCC2)n1N
40	COC(=O)C1=C(NC(=O)c2cccc(OC)c2)CCS1
entry no. | 31 | 32 | 33 | 34 | 35 | 36 | 37 | 38 | 39 | 40
DAGLB inhibitor | 0 | 1 | -2 | 0 | -3 | 0 | -1 | -1 | -4 | -3
Arr AP2 block | 5 | 33 | 47 | 0 | 19 | -4 | 3 | -10 | -4 | 8
V-ATPase pH | -1 | 10 | -3 | 0 | 0 | -1 | 5 | 1 | -1 | 1
MOR-DOR inv ag | 15 | 4 | 1 | 8 | -1 | -1 | -9 | 14 | 7 | 9
PKA-R2B activ | -4 | -6 | 2 | -10 | 2 | -6 | -4 | 0 | -3 | -4
PKA-R1A activ | -11 | 12 | -6 | -9 | -5 | -6 | -7 | -2 | -8 | 2
MOR-DOR ag | -3.0 | -1.0 | -0.1 | -1.8 | 0.2 | 0.2 | 1.4 | -2.3 | -1.3 | -1.6
HTR5A inv ag | -14 | -8 | -1 | -7 | 9 | 0 | -11 | -37 | 18 | -31
Pemphigus Ab inh | 105 | 104 | 76 | 100 | 101 | 96 | 86 | 100 | 104 | 100
HTR5A ag | 6 | 3 | 0 | 2 | -3 | 0 | 2 | -2 | -7 | 3

41	COc1ccccc1/C=N/Nc1nncc2ccccc12
42	COc1ccc(-c2ccnc(SCC(=O)c3ccc(Cl)cc3)n2)cc1
43	O=C(c1cc(-c2ccc(Cl)cc2Cl)on1)N1CCOCC1
44	O=C(NC1CC1)C1C2C3C4CC5C3C5C4C12 (stereo not drawn)
45	O=c1cc[nH]c2cc(Cl)ccc12
46	Cn1c(CNC(=O)c2ccco2)nnc1SCC(=O)Nc1c(F)cc(F)cc1Br
47	COC(=O)c1[nH]c2ccc(C)cc2c1NC(=O)CN1CCc2cc(OC)c(OC)cc2C1
48	Cc1cc(S(=O)(=O)N2CCOCC2)ccc1OCC(=O)NCC1CCCO1 (stereo not drawn)
49	COc1ccc(/C=N/Nc2nc(N3CCCC3)nc(N3CCCC3)n2)c(OC)c1OC
50	CC(=O)Nc1ccc(NC(=O)Cc2sc(C)nc2-c2ccc(C)cc2)cc1
51	CC1(C)N([O-])C2=C(CCCC2)[N+]1=O
entry no. | 41 | 42 | 43 | 44 | 45 | 46 | 47 | 48 | 49 | 50 | 51
DAGLB inhibitor | -3 | -9 | -2 | 0 | 1 | 2 | 3 | -2 | -3 | -1 | 0
Arr AP2 block | 1 | -130 | 2 | 3 | -5 | -3 | 36 | 24 | 4 | -7 | 13
V-ATPase pH | 4 | -5 | 0 | 2 | -1 | 4 | 2 | -4 | 1 | -3 | -8
MOR-DOR inv ag | 6 | 3 | -6 | -5 | 5 | -11 | 9 | -6 | 4 | -1 | -1
PKA-R2B activ | -4 | 2 | 1 | 4 | 2 | -3 | -8 | -11 | 1 | 11 | -7
PKA-R1A activ | -2 | -1 | -1 | -8 | 4 | -4 | -7 | -13 | -19 | -13 | 3
MOR-DOR ag | -1.2 | -0.5 | 1.0 | 0.8 | -1.0 | 2.2 | -1.9 | 0.8 | -0.8 | 0.1 | 0.1
HTR5A inv ag | 4 | -10 | -4 | -2 | -6 | -28 | -7 | 1 | 6 | 9 | 2
Pemphigus Ab inh | 83 | 109 | 111 | 83 | 105 | 102 | 100 | 118 | . | 90 | 98
HTR5A ag | 3 | 3 | 2 | 1 | 2 | 1 | 3 | 0 | -5 | -3 | -1
